IkB sig inh = IkB pathway inhibition in ABC-DLBCL cells | 110,000 tested, 0.04% active | Potency, µM (doses to about 57.1 µM), without a hit: at the top dose IkBa stabilization activation | ABC-DLBCL IkBa-CBG/CBR dual luciferase ratio, 4 h; response scale: scaled: untreated 0%, proteasome inhibitor 100%; active = well fitted curve in the direction sought with a large enough effect in the signal ratio, not every such curve was filed as active; inconclusive = small, poorly fitted or top-dose-only effect, or a change in a side signal; the % refers to the signal ratio;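 also: the direction sought is a rising ratio; 0% = basal untreated cells and 100% = reference inhibitor full response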
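Luminescence ratio of IκBα-fused green versus native red beetle luciferase in OCI-Ly3 cells, 4 h post-doxycycline with compound; red signal alone, scaled from basal (0%) to zero light (-100%), flagged nonspecific or cytotoxic effects.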
p53ts 32C tox = kills p53ts cells at the permissive temperature | H1299-p53A138V at 32C, ATP luminescence viability, 24 h | Potency, µM (highest dose often 46.1 µM), for inactives: at the top dose activity change, negative = cytotoxicity, usual class: cytotoxic | 130,000 tested, 0.93% active;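 also: 0% = DMSO and -100% = full killing by reference compound; nearly all actives have a fitted effect of over 55% in size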
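ATP-content luminescence (ATPlite) read-out after 24 h compound exposure at 32C in H1299-p53A138V cells (600/well). Tested up to 46 uM. Normalized to DMSO (0%) and 100 uM tamoxifen (100% killing); Hill-fit AC50.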
Imprint erasure = induces erasure of genomic imprints in mouse ES cells | mouse ES Peg3-LacZ reporter, beta-gal luminescence, 40 h | Potency, µM (series often up to 60.7 µM), for inactives: at the top dose activity change, positive = activation, actives largely listed as activators | 110,000 tested, 0.02% active | AID 1948;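 also: 0% = negative control wells on the plate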
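Each well holds 300 Peg3LacZ-Neo (maternal) female ES cells incubated 40 h at 37C, 5% CO2. LacZ is measured by BetaGlo luminescence, with AC50 and maximum efficacy derived from dose-response curves.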
p53ts 39C kill = cytotoxicity in p53ts cells at nonpermissive temperature | H1299-p53A138V viability at 39C, ATP luminescence, 24 h | Potency, µM (series often up to 46.1 µM), for inactives: top-dose activity change, negative = cell killing, most hits filed as cytotoxic | 130,000 tested, 1.5% active | AID 902; also: nearly all actives have a fitted effect of over 55% in size
* = called active by the depositor; ? = inconclusive; nt = not tested or not shown; [ ] = another dose, or the depositor's remark. Unless noted, calls follow the shape of the dose curve; as a rule, active = well fitted curve in the direction sought with a large enough effect; inconclusive = small, poorly fitted or top-dose-only effect, or another doubt; inactive = no such curve, though single readings can be large; an effect the other way counts as inactive or inconclusive. Unless noted, % is scaled to controls: 0 for no effect and ±100 for the full control effect; potency is read from the fitted curve at half-maximal effect.

SMILES	IkB sig inh	p53ts 32C tox	Imprint erasure	p53ts 39C kill
CC12CCC(C(=O)N3CCN(Cc4ccccc4)CC3)(OC1=O)C2(C)C (centres undefined)	1.6%	-4%	-14%	-3%
CN1CCN(C2=Cc3ccc(Cl)cc3Sc3ccc(F)cc32)CC1	nt	-21%	nt	?
CN(C)c1ccc(-c2nc(N(C)C)c3ccccc3n2)cc1	-8.9%[11.4 µM]	-17%	-8%	-23%
Cc1ccc2c(c1)sc1nc(=O)n(-c3ccc(Cl)c(Cl)c3)c(=O)n12	?	-1%	-6%[10.9 µM]	0%
O=C(Nc1cccc(Cl)c1Cl)c1cc(S(=O)(=O)NCc2ccc3c(c2)OCO3)ccc1F	?	-9%	-30%[inhibitor][10.9 µM]	?
O=C(NCc1ccco1)c1cnccn1	1.5%	-12%	11%	-15%
COc1ccc(Cl)cc1NC(=O)CSc1nc(N2CCCCC2)nc(N2CCCCC2)n1	-0.3%	12%	3%	18%
Cc1ccn2c(=O)c(NC(=O)c3cccc([N+](=O)[O-])c3C)c(C)nc2c1	0.2%	-4%	22%[10.9 µM]	-9%
Cc1c(C(=O)Nc2ccc3oc(-c4cccnc4)nc3c2)oc2ccccc12	2.0%	-26%	nt	-6%
CC(C)=CCC/C(C)=C/C=C/C1=CC2(C)CC1(C)C(/C=C(\C)CCC=C(C)C)CC2=O (centres undefined)	nt	4%[9.22 µM]	nt	6%[9.22 µM]
COc1ccc(N2CCN(S(=O)(=O)c3c(C)[nH]c(=O)[nH]c3=O)CC2)cc1	0.4%	-11%	-8%[10.9 µM]	23%
C/C(=N/O)[C@@H]1C[C@H](CC(=O)O)C1(C)C	-1.5%[11.4 µM]	-8%[9.22 µM]	-12%[10.9 µM]	9%[9.22 µM]
COc1ccc2nc(CC(C)(C)CC(=O)O)c[n+]([O-])c2c1	1.1%	-3%	-72%[inhibitor]	-2%
CN(Cc1cccs1)C(=O)CCc1ccc(S(=O)(=O)N2CCOCC2)cc1	0.5%	0%	-10%	-8%
CCN(CC)C(=O)CSc1nc2ccccc2c(=O)[nH]1	-1.2%	-8%	?	3%
CCOC(=O)c1ccc(NC(=O)c2ccc(-c3cccc(Cl)c3C)o2)cc1	26%	-18%	-7%[10.9 µM]	-13%
Cc1cc(C)nc(NS(=O)(=O)c2ccc(NC(=O)COc3ccc(Cl)cc3C)cc2)n1	?	-4%	-15%[10.9 µM]	-3%
CCCCCn1c(NCc2ccco2)nc2ccccc21	3.0%	8%	-17%	14%
CCCCC12CN3CC(C)(CN(C1)C3c1c(C)[nH]c(=O)[nH]c1=O)C2=O (centres undefined)	0.2%	8%	-9%[10.9 µM]	-15%
CCC(C)NC(=O)c1cn(CC)c2ccc(S(=O)(=O)N(C)C)cc2c1=O (centres undefined)	-1.3%	3%	-10%	-3%
Cc1cc(=O)[nH]c(SCC2(O)C3CC4CC(C3)CC2C4)n1 (centres undefined)	1.4%	1%	-15%	7%
CC(=O)OCC1OC(C#CCCc2ccccc2)C=CC1OC(C)=O (centres undefined)	nt	-2%[9.22 µM]	nt	-4%[9.22 µM]
CC(C)(C)c1ccc(C(=O)N(Cc2ccc(F)cc2)Cc2ccco2)cc1	?	20%	-3%[10.9 µM]	-12%
COC(=O)C1=C(C)NC(=O)CC1c1cccc(Cl)c1Cl (centres undefined)	-1.9%	10%	-9%	-1%
CN1CCN(C(=O)c2c(NC(=O)c3ccco3)sc3c2CCC(C(C)(C)C)C3)CC1 (centres undefined)	-2.4%	9%	-2%	-8%
CCOc1nc2c(c(=O)n(C)c(=O)n2C)n1Cc1ccccc1Cl	?	-11%	-11%	-9%
Cc1c(Cl)cccc1NC(=O)c1ccc2c(c1)CCN2S(=O)(=O)c1ccccc1	-0.1%	1%	-11%[10.9 µM]	?
N#Cc1ccc(C(=O)Nc2ccc(Cl)c(-c3nc4cc(Cl)ccc4o3)c2)c(F)c1	?	-17%	28%[10.9 µM]	-12%
COc1ccc(C2NCCC3(O)CCCCC23)c(OC)c1OC (centres undefined)	-1.2%	-1%	8%	1%
Cc1ccc(SCC(=O)NCCCN2CCOCC2)cc1	3.5%	6%	-17%	6%
O=S1(=O)C=C(SCCN2CCCCC2)c2ccccc21	8.3%	16%	-14%	1%
O=C(COc1ccc(F)cc1)Nc1ccccc1C(=O)OCc1cc(=O)n2nc(C3CC3)sc2n1	?	-7%	-19%[10.9 µM]	-11%
Cc1nc2nc(SCC(N)=O)[nH]c2cc1Br	0.7%	6%	-19%	15%
OC(COc1ccc(OCc2ccccc2)cc1)CN1CCOCC1 (centres undefined)	-1.2%	5%	-18%	-9%
CCOc1ccc(C2CC(=O)Nc3c2c(=O)[nH]c2ncnn32)cc1 (centres undefined)	-1.5%	-1%	5%[10.9 µM]	28%
COc1cccc(Cn2c(=O)c(CCc3ccccc3)nc3cnc(N4CCN(C)CC4)nc32)c1	0.4%[11.4 µM]	-5%	-25%	-12%
CSc1nc(C)c(C(=O)Nc2ccccc2)c(C)c1C#N	?	14%	1%	5%
Cc1nn(C)c(C)c1S(=O)(=O)N1CCCC(C(=O)NC2CCCCC2)C1 (centres undefined)	-1.2%	-3%	-15%	-4%
COc1ccc(CC(=O)N2CCNC2=O)cc1	1.1%	3%	-10%	-3%
Cc1ccc(NC(=O)/C=C/c2ccccc2Cl)cc1Cl	3.5%	-11%	-15%[10.9 µM]	?
CC[C@H]1OC(=O)[C@H](C)[C@@H](O[C@H]2C[C@@](C)(OC)[C@@H](O)[C@H](C)O2)[C@H](C)[C@@H](O[C@@H]2O[C@H](C)C[C@H](N(C)C)[C@H]2O)[C@](C)(O)C[C@@H](C)CN(C)[C@H](C)[C@@H](O)[C@]1(C)O	1.9%	6%[1.84 µM]	5%	14%
O=C(c1ccc(F)cc1)N1CCCCC(Sc2nnc3ccccn23)C1=O (centres undefined)	0.4%	8%	4%	4%
CCn1c(SCc2nc3ccccc3c(=O)[nH]2)nc2ccccc2c1=O	0.6%	1%	-5%	6%
Cc1cc(SCC#N)n2nc(C)c(-c3ccccc3)c2n1	5.3%	2%	-9%	-8%
CC(C)Cn1cnc2c(Sc3c([N+](=O)[O-])ncn3C)nc(N)nc21	3.1%[11.4 µM]	-2%[9.22 µM]	-9%[10.9 µM]	-11%[9.22 µM]
COC(=O)c1c(SC)nc2ccccc2c1OCc1ccc(Br)cc1	?	7%	-14%[10.9 µM]	-7%
CCc1c(C(=O)NCc2ccc3c(c2)OCO3)[nH]c(C)c1C(C)=O	3.2%	-14%	-9%	-6%
Cc1ccc(N2CCN(C(=O)c3ccccc3F)CC2)c(C)c1	?	6%	-15%	5%
CCOC(=O)Cc1csc(NC(=O)CC)n1	-2.8%	3%	20%	2%
COC(=O)c1ccc(C2C(C(C)=O)=C(O)C(=O)N2CCO)cc1 (centres undefined)	0.2%	0%	-2%	-6%
Cc1ccc2cc3cc(C(=O)N4CCN(c5ccccc5)CC4)sc3nc2c1	2.9%	2%	10%[10.9 µM]	-8%
CCCC[C@@H]1C[C@H]1C(NC(=O)c1ccco1)c1ccc(Cl)cc1 (some centres undefined)	nt	8%	-23%	2%
CCOC(=O)c1[nH]c(C)c(C(=O)Nc2ccccc2C)c1C	-3.2%	-8%	-17%	-12%
CSc1ncc(Cl)c(C(=O)Nc2ccc(NC(C)=O)cc2)n1	1.5%	2%	-5%[10.9 µM]	-8%
CCN(CC)C(=O)CC(c1ccc(F)cc1)c1ccco1 (centres undefined)	2.0%	0%	-19%	-1%
COc1ccccc1NC(=O)CSCc1cc(=O)c2cccc(Cl)c2[nH]1	-0.1%	-3%	3%[10.9 µM]	-6%
O=C(NCC1CCN(Cc2cccc(Cl)c2)CC1)Nc1cc(Cl)ccc1Cl	?	?	-15%[10.9 µM]	13µM*
CCOc1ccc(-n2nc(CO)c(C(=O)NCCCc3ccccc3)n2)cc1	-0.2%	?	-15%[10.9 µM]	?
COc1ccc(N2CCN(CCNC(=O)c3ccc(NC(=O)C4CCCO4)cc3)CC2)cc1 (centres undefined)	0.4%	4%	-9%	-14%
Cc1ccc(CCNC(=O)c2ccc3c(c2)N(Cc2cccc(F)c2)C(=O)c2ccccc2S3)cc1	0.5%	11%	-15%[10.9 µM]	-5%

(cont.)
SMILES	IkB sig inh	p53ts 32C tox	Imprint erasure	p53ts 39C kill
c1ccc(CSc2ccc(-c3ccco3)nn2)cc1	nt	?	nt	?
CN(Cc1ccccc1)C(=O)N[C@@H](Cc1ccccc1)C(=O)O	-0.4%	-1%	-3%	5%
Cc1ccc(OCC(=O)Nc2ccc(OCc3cc(=O)n4ccsc4n3)cc2)cc1C	0.5%	1%	9%[10.9 µM]	-6%
COc1ccc(C(c2c(O)cc(C)n(Cc3ccco3)c2=O)N2CCCCC2)cc1OC (centres undefined)	1.5%	13%	-3%[10.9 µM]	5%
COc1ccc(C2=Nc3nc(-c4ccccc4)cn3C(c3ccc(OC)cc3)C2)cc1 (centres undefined)	nt	-9%	nt	-25%
CCCc1nnc(NC(=O)CCC(=O)N2CCN(CCn3c(C)ccc3C)CC2)s1	-0.7%	4%	-12%	8%
Cc1ccc(CNC(=O)c2cc(Sc3ccc(F)cc3F)nc3ccccc23)cc1	?	-8%	-10%[10.9 µM]	?
COCCNc1ncncc1-c1c(C)noc1C	-0.6%[11.4 µM]	-1%	5%	-9%
CCOc1ccccc1NC(=O)COc1cccc(-n2cnnn2)c1	1.9%	-4%	-15%	-10%
FC(F)(F)c1ccccc1-c1nc(N2CCOCC2)c2ccccc2n1	4.0%[11.4 µM]	10%	?	-8%
COc1cccc(-n2c(=O)c3sc4ccccc4c3n(CC(=O)NC3CCCCC3)c2=O)c1	13%	3%	-5%[10.9 µM]	6%
O=C(CSc1nnc(-c2ccncc2)n1-c1ccccc1)Nc1ccc(Cl)c(Cl)c1	4.4%	-1%	-15%[10.9 µM]	-14%
CCc1ccccc1NC(=O)c1ccc(F)c(S(=O)(=O)N2CCN(c3ccccc3OC)CC2)c1	?	7%	-12%[10.9 µM]	-19%
COc1ccc(C(=O)NCCn2cc(SCC(=O)NCc3ccco3)c3ccccc32)cc1	?	-8%	-12%	-13%
CCCCn1c(SCc2ccc(C(=O)OC)o2)nc2cc(S(N)(=O)=O)ccc21	1.3%	-6%	-14%	-16%
CCOC(=O)C1CCCN(Cc2cc(OC)c(O)c(OC)c2)C1 (centres undefined)	nt	0%	nt	7%
COc1cc2c(cc1OC)C(c1ccc(F)cc1)N(c1ccc(F)cc1)C(=O)C2 (centres undefined)	2.2%	7%	4%[10.9 µM]	-7%
CCN(C(=O)c1cc2c(s1)-c1c(C)cccc1OC2)c1ccccc1F	?	9%	3%[10.9 µM]	-17%
CCNc1nc(SC(C(C)=O)C(C)=O)nc(N(C)C)n1	-0.8%	-13%	-4%	2%
COCCCn1c(=O)c2ccccc2c2ccccc2c1=O	0.4%	-1%	-13%	-9%
COc1ccc(C)cc1NC(=O)CN1C(=O)COc2ccc(S(=O)(=O)N3CCCCCC3)cc21	?	10%	-18%[10.9 µM]	-12%
CCCOc1ccc(CNC(=O)C2CCN(C(=O)c3sccc3-n3cccc3)CC2)cc1	?	0%	-2%[10.9 µM]	?
CCOc1ccc(CCNC(=O)c2ccc(C)c(-n3c(C)nc4cccnc43)c2)cc1OCC	?	14%	-6%[10.9 µM]	1%

High-throughput results from PubChem BioAssay.
